PKA-R2B act = activators of PKA-R2B holoenzyme, primary screen, biochemical, fluorescence polarization, Cy5-IP20, human. PKA-R2B holoenzyme dissociation; R2B truncated from residue 108, S112A mutant; 0% DMSO only, 100% 113 µM cGMP. activation, % at 11.4 µM. 340,000 compounds, 0.079% hits. AID 504700, 2011;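 active = activation above a cutoff set at the mean over all compounds plus 3 SD, cut at about 18% in these data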;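 also: higher means more holoenzyme dissociation and a rise in polarization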
Target sequence (P31323 whole entry, looked up, other chains not shown, the tested form may be a part): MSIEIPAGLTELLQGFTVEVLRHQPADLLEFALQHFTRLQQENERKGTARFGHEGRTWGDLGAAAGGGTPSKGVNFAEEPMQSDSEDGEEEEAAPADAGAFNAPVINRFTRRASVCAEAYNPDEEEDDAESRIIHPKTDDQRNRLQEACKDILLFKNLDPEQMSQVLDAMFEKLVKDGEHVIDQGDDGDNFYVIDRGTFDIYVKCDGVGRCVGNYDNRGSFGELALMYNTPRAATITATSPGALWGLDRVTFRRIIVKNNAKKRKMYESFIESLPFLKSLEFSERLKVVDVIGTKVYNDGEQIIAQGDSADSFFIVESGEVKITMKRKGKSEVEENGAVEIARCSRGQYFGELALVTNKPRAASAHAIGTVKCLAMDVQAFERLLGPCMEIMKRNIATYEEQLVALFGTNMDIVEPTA
Arr AP2 block = inhibitors of beta-arrestin/AP2 binding, primary screen, biochemical, GPCR trafficking, flow cytometry; inhibition, % at 10 µM; FITC-arrestin peptide / GST-AP2 beads; AP2 beta2 appendage carries R879A mutation; AID 504490, 2011; 340,000 compounds, 0.31% hits;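 active = inhibition above a set limit, near 3 SD of compounds lacking own fluorescence, cut at about 54% in these data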;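 also: plate controls were DMSO wells for no effect and 5 µM unlabelled arrestin peptide for full effect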
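Measured by: flow cytometry, FL1 (488/535 nm); Material: AP2 appendage R879A on GSH beads; Evaluation: percent response; Timing: pre-incubation 12 min, peptide binding 1 h, room temperature; Also added: 50 nM FITC-arrestin peptide; Medium: PBS with 0.05% Tween 20 and 0.1% BSA.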
HTR5A inv ag = HTR5A inverse agonists in luminescence cell assay, primary screen, counter-screen for OPRM1-OPRD1 heterodimer inverse agonist project, full-deck HTS | inhibition, % at 9.3 µM | 5-hydroxytryptamine receptor 5A (Homo sapiens), P47898 | AID 504634, 2011 | HTR5A cell line, inverse agonism | 340,000 compounds, 0.083% hits; in the data active = inhibition mostly above about 23%, no sharp cut-off; inactive = mostly below about 18%;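 also: 0% = cells with DMSO and 100% = no-cell wells with DMSO; some compounds called inactive have numbers as strong as hits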
Target sequence (P47898 whole entry, looked up): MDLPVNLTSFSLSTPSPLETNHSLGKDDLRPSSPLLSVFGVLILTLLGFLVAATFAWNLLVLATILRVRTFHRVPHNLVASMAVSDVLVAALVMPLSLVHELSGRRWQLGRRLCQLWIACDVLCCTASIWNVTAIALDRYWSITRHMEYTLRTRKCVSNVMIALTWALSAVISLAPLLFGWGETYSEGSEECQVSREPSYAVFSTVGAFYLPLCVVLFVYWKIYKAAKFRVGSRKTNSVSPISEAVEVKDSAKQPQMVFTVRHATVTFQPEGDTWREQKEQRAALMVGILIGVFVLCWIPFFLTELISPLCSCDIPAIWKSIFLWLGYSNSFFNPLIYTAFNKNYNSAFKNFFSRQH
HTR5A ag ctr = HTR5A agonists in luminescence cell assay, primary screen, counter-screen for OPRM1-OPRD1 heterodimer agonist project, full-deck HTS. cell-based. 5-hydroxytryptamine receptor 5A (Homo sapiens), P47898. 340,000 compounds, 0.61% hits. activation, % at 9.3 µM; in the data active = activation mostly above about 9.5%, no sharp cut-off; inactive = mostly below about 7.6%;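 also: 0% = cells with vehicle only and 100% = reference agonist; strong numbers were not always called active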
MOR-DOR inv ag = inverse agonists of MOR-DOR heterodimerization, primary screen, cell-based, luminescence | Mu-type opioid receptor (Homo sapiens) + Delta-type opioid receptor (Homo sapiens), … | cell-based MOR-DOR heterodimer luminescence, inverse agonism | inhibition, % at 9.3 µM | 340,000 compounds, 0.21% hits; in the data active = inhibition above about 22%, passing the limit was not always enough;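 also: 0% = cells with DMSO and 100% = wells without cells with DMSO; values of inactives mirror those of a sister screen read the other way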
DSG3 Ab inh = inhibitors of pemphigus antibody binding to DSG3, primary screen, biochemical, bead-based, flow cytometry, scFv-GFP | binding (percent of control), % at 10 µM | AID 588358, 2011 | 310,000 compounds, 0.48% hits | DSG3-coupled beads, scFv-anti-DSG3-GFP binding; stronger effect = lower value;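 active = binding more than 3 SD below its plate's average and above zero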; also: some compounds called inactive have numbers as strong as hits
PKA-R1A activ = activators of PKA-R1A holoenzyme, primary screen, biochemical, fluorescence polarization, Cy5-IP20, bovine R1A, mouse PKAc | cAMP-dependent protein kinase type I-alpha regulatory subunit (Bos taurus) + … | PKA-R1A dissociation; scaled: DMSO 0%, 113 µM cGMP 100% | activation, % at 11.4 µM | 340,000 compounds, 0.083% hits | AID 504707, 2011;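 active = percent activation above the mean of all tested compounds plus 3 SD, cut at about 19% in these data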;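 also: higher means more PKAc released from R1A so a rise in polarization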
V-ATPase pH = regulators of yeast V-ATPase proton pumping, primary screen, pHLuorin cytosolic pH fluorescence. S. cerevisiae. response, % at 10 µM. 350,000 compounds, 0.37% hits. AID 504577, 2011; in the data active = response mostly above about 7.3%, no sharp cut-off; inactive = mostly below about 5.4%; also: actives read high; inactives centre near 0; some compounds called inactive have numbers as strong as hits; reference of the scale not given here
OPRM1-OPRD1 ag = agonists of OPRM1-OPRD1 heterodimerization, primary screen, cell-based, luminescence | activation, % at 9.3 µM | 340,000 compounds, 0.3% hits | cells | Mu-type opioid receptor (Homo sapiens) + Delta-type opioid receptor (Homo sapiens), … | AID 504326, 2011; in the data active = activation above about 18%;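 also: 0% = vehicle-treated cells and 100% = reference agonist; values of inactives mirror those of a sister screen read the other way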
DAGLB inhibitor = DAGLB lipase inhibitors, primary screen, biochemical, fluorescence, HTS | 340,000 compounds, 0.059% hits | HEK293T DAGLB membrane lysate, EnzChek fluorogenic substrate | inhibition, % at 5.17 µM | AID 504411, 2011 | Diacylglycerol lipase-beta (Homo sapiens), Q8NCG7; in the data active = inhibition above about 34%;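 also: 0% = enzyme with vehicle and 100% = wells lacking enzyme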
Numbers without * were called inactive. Outcome played no part in choosing rows (roughly 2.4% active in at least one column).

For COc1ccc(CCn2c(C)nc3ccccc3c2=O)cc1OC the results were PKA-R2B act -3.5, Arr AP2 block -0.8, HTR5A inv ag 9.3, HTR5A ag ctr -1.4, MOR-DOR inv ag 4.2, DSG3 Ab inh 106.7, PKA-R1A activ -3.3, V-ATPase pH -0.7, OPRM1-OPRD1 ag -0.6 and DAGLB inhibitor -1.5.
CC(C)(C)C(=O)Nc1ccc2c(c1)-c1cc(NC(=O)C(C)(C)C)ccc1C2 was read as PKA-R2B act -16.2, Arr AP2 block 6.6, HTR5A inv ag 8.0, HTR5A ag ctr -3.1, MOR-DOR inv ag 14.3, DSG3 Ab inh 91.8, PKA-R1A activ 2.2, V-ATPase pH -0.8, OPRM1-OPRD1 ag -2.5 and DAGLB inhibitor -2.1.
Screening CCOc1nc(-c2ccc(OC)cc2)ccc1-c1noc(-c2cc(OC)c(OC)c(OC)c2)n1 returned PKA-R2B act 0.5, Arr AP2 block 2.2, HTR5A inv ag 7.8, HTR5A ag ctr -4.3, MOR-DOR inv ag 0.1, DSG3 Ab inh 99.4, PKA-R1A activ -6.5, V-ATPase pH 1.4, OPRM1-OPRD1 ag 0.0 and DAGLB inhibitor -1.7.
For O=C(C1CCN(c2nnc(-n3cccc3)s2)CC1)N1CCc2ccccc2C1 the results were PKA-R2B act 1.9, Arr AP2 block 12.9, HTR5A inv ag -6.5, HTR5A ag ctr 2.3, MOR-DOR inv ag 23.4, DSG3 Ab inh 97.0, PKA-R1A activ -8.9, V-ATPase pH -1.2, OPRM1-OPRD1 ag -4.5 and DAGLB inhibitor -1.2.
For O=C(COC(=O)/C=C/c1ccco1)NC1CCCCC1 the results were PKA-R2B act 4.2, Arr AP2 block -9.5, HTR5A inv ag 8.5, HTR5A ag ctr -3.1, MOR-DOR inv ag 17.8, DSG3 Ab inh 117.0, PKA-R1A activ -4.7, V-ATPase pH 1.3, OPRM1-OPRD1 ag -4.3 and DAGLB inhibitor 2.3.
For CN1CCN(C(=O)C2=C[C@H](c3coc4ccccc4c3=O)C[C@H](OCc3ccc(CO)cc3)O2)CC1 the results were PKA-R2B act -7.7, Arr AP2 block -4.8, HTR5A inv ag -10.4, HTR5A ag ctr 3.5, MOR-DOR inv ag 14.9, DSG3 Ab inh 101.7, PKA-R1A activ -1.6, V-ATPase pH -3.2, OPRM1-OPRD1 ag -2.6 and DAGLB inhibitor -0.7.
Screening CC(=O)Nc1ccc(Nc2nc(C)c([N+](=O)[O-])c(Nc3ccccc3)n2)cc1 returned PKA-R2B act -9.0, Arr AP2 block 10.3, HTR5A inv ag 3.8, HTR5A ag ctr -5.6, MOR-DOR inv ag 0.9, DSG3 Ab inh 126.7, PKA-R1A activ 7.3, V-ATPase pH -1.4, OPRM1-OPRD1 ag -0.2 and DAGLB inhibitor 5.3.
Screening CCN(CC)C(=O)CSc1nnc2sc3ccccc3n12 returned PKA-R2B act -5.3, Arr AP2 block -8.6, HTR5A inv ag -5.4, HTR5A ag ctr 1.3, MOR-DOR inv ag 1.9, DSG3 Ab inh 97.4, PKA-R1A activ 12.5, V-ATPase pH 1.4, OPRM1-OPRD1 ag -0.4 and DAGLB inhibitor -3.4.
Screening CCOC(=O)c1c(-c2ccc(OC)cc2)csc1NC(=O)CSc1nnc(C)c(=O)[nH]1 returned PKA-R2B act 0.1, Arr AP2 block 0.5, HTR5A inv ag 16.7, HTR5A ag ctr -6.0, MOR-DOR inv ag 3.6, DSG3 Ab inh 100.5, PKA-R1A activ -6.7, V-ATPase pH -1.8, OPRM1-OPRD1 ag -0.7 and DAGLB inhibitor 15.9.
CC1CC(C)CN(C(=O)c2cc3cc(Br)cc(Br)c3o2)C1 (stereo unspecified) was read as PKA-R2B act 4.1, Arr AP2 block 5.5, HTR5A inv ag 2.6, HTR5A ag ctr -1.1, MOR-DOR inv ag -11.1, DSG3 Ab inh 98.7, PKA-R1A activ -3.9, V-ATPase pH -3.0, OPRM1-OPRD1 ag 2.1 and DAGLB inhibitor -12.6.
Screening Cc1nnc(SCC(=O)N2CC(=O)Nc3ccccc32)n1-c1ccccc1 returned PKA-R2B act -5.8, Arr AP2 block 19.8, HTR5A inv ag -22.9, HTR5A ag ctr 8.5, MOR-DOR inv ag 3.0, PKA-R1A activ 4.1, V-ATPase pH -3.6, OPRM1-OPRD1 ag -0.5 and DAGLB inhibitor -0.5.
Screening COc1ccc(NC(=O)CSc2nc3ccccc3n2-c2ccccc2)c([N+](=O)[O-])c1 returned PKA-R2B act 1.0, Arr AP2 block -5.9, HTR5A inv ag 11.2, HTR5A ag ctr 2.4, MOR-DOR inv ag -5.9, DSG3 Ab inh 108.6, PKA-R1A activ -2.5, V-ATPase pH 1.9, OPRM1-OPRD1 ag 1.3 and DAGLB inhibitor -1.9.
Screening CCCCC(=O)Oc1c(S(=O)(=O)c2ccccc2)c(C)nn1C(C)(C)C returned PKA-R2B act -7.0, Arr AP2 block -2.2, HTR5A inv ag -12.2, HTR5A ag ctr 3.4, MOR-DOR inv ag 4.3, DSG3 Ab inh 101.4, PKA-R1A activ -11.6, V-ATPase pH 0.3, OPRM1-OPRD1 ag -0.9 and DAGLB inhibitor -6.7.
`COc1cccc(C(=O)N2CCCC(Nc3ccc(C)c(C)c3)C2)c1` (stereo unspecified) gave PKA-R2B act 3.9, Arr AP2 block -2.9, HTR5A inv ag -20.2, HTR5A ag ctr -0.1, MOR-DOR inv ag 14.8, DSG3 Ab inh 98.8, PKA-R1A activ 7.9, V-ATPase pH -1.6, OPRM1-OPRD1 ag -2.7 and DAGLB inhibitor 4.2.
`CCOc1ccc(NC(=O)C(CC)NC(=O)c2ccccc2CO)cc1` (stereo unspecified) gave PKA-R2B act 4.1, Arr AP2 block 26.3, HTR5A inv ag 3.0, HTR5A ag ctr -0.8, MOR-DOR inv ag 1.9, DSG3 Ab inh 94.4, PKA-R1A activ 6.2, V-ATPase pH 1.8, OPRM1-OPRD1 ag -0.3 and DAGLB inhibitor -2.2.
CC(C)c1ccc(N2C(=O)[C@@H]3Cc4ccccc4CN3C2=O)cc1 was read as PKA-R2B act -13.3, Arr AP2 block 11.2, HTR5A inv ag -4.5, HTR5A ag ctr -3.0, MOR-DOR inv ag -6.1, DSG3 Ab inh 96.5, PKA-R1A activ -5.2, V-ATPase pH -2.5, OPRM1-OPRD1 ag 1.1 and DAGLB inhibitor -2.3.
`Cc1ccc(C(=O)N2CCC3CC2c2cc(-c4ccc5c(c4)OCO5)ccc23)cc1` (stereo unspecified) gave PKA-R2B act -6.2, Arr AP2 block 30.2, HTR5A inv ag -8.2, HTR5A ag ctr 2.4, MOR-DOR inv ag -2.7, DSG3 Ab inh 95.3, PKA-R1A activ -6.0, V-ATPase pH -3.3, OPRM1-OPRD1 ag 0.6 and DAGLB inhibitor -4.3.
Screening Cc1cccc(NC(=O)COc2ccc(-c3nn(C)c(=O)c4ccccc34)cc2)c1 returned PKA-R2B act -1.7, Arr AP2 block 6.8, HTR5A inv ag -9.3, HTR5A ag ctr 2.8, MOR-DOR inv ag -16.6, DSG3 Ab inh 103.4, PKA-R1A activ -5.1, V-ATPase pH -1.3, OPRM1-OPRD1 ag 2.0 and DAGLB inhibitor 1.3.
For Cc1ncc(CO)c(/C=N/NC(=O)c2ccoc2C)c1O the results were PKA-R2B act 4.3, Arr AP2 block 52.3, HTR5A inv ag -19.0, HTR5A ag ctr 7.8, MOR-DOR inv ag 17.1, DSG3 Ab inh 93.5, PKA-R1A activ -0.6, V-ATPase pH -5.9, OPRM1-OPRD1 ag -3.3 and DAGLB inhibitor 1.8.
For CN(Cc1cc2ccccc2[nH]c1=O)S(=O)(=O)c1ccccc1 the results were PKA-R2B act -5.8, Arr AP2 block -6.0, HTR5A inv ag -4.9, HTR5A ag ctr -0.5, MOR-DOR inv ag 6.2, DSG3 Ab inh 112.3, PKA-R1A activ 1.6, V-ATPase pH 4.7, OPRM1-OPRD1 ag -1.5 and DAGLB inhibitor 0.2.
`COc1cc2c(cc1OC)C(c1ccccc1[N+](=O)[O-])N(C(C)=O)CC2` (stereo unspecified) gave PKA-R2B act -1.3, Arr AP2 block 3.0, HTR5A inv ag -29.0, HTR5A ag ctr 10.5, MOR-DOR inv ag 13.4, DSG3 Ab inh 116.0, PKA-R1A activ -7.6, V-ATPase pH 0.7, OPRM1-OPRD1 ag -2.6 and DAGLB inhibitor 1.3.
COC(=O)c1cccc(NC(=O)CN2CCC(NC(=O)c3cc(OC)c(OC)c(OC)c3)CC2)c1 was read as PKA-R2B act -10.9, Arr AP2 block 4.7, HTR5A inv ag -19.5, HTR5A ag ctr -4.3, MOR-DOR inv ag -3.0, DSG3 Ab inh 100.8, PKA-R1A activ -24.4, V-ATPase pH -2.5, OPRM1-OPRD1 ag 0.6 and DAGLB inhibitor -1.1.
For Cc1nc(N(C)C)c2sc(=S)n(C)c2n1 the results were PKA-R2B act 2.8, Arr AP2 block -4.1, HTR5A inv ag -1.1, HTR5A ag ctr 0.4, MOR-DOR inv ag 8.6, DSG3 Ab inh 107.2, PKA-R1A activ -1.9, V-ATPase pH -3.0, OPRM1-OPRD1 ag -1.7 and DAGLB inhibitor -2.9.
`O=C(CCCC(=O)OCC(F)(F)C(F)F)Nc1ccccc1F` gave PKA-R2B act -12.1, Arr AP2 block 1.1, HTR5A inv ag -4.8, HTR5A ag ctr 1.7, MOR-DOR inv ag 18.8, DSG3 Ab inh 100.0, PKA-R1A activ -7.8, V-ATPase pH 3.5, OPRM1-OPRD1 ag -3.7 and DAGLB inhibitor 1.7.
`CC1(C)CC2CC(C)(CN2C(=O)COC(=O)c2ccc(Cl)cc2N)C1` (stereo unspecified) gave PKA-R2B act -6.4, Arr AP2 block -0.9, HTR5A inv ag -12.6, HTR5A ag ctr 4.6, MOR-DOR inv ag 10.4, DSG3 Ab inh 106.9, PKA-R1A activ -21.5, V-ATPase pH 1.9, OPRM1-OPRD1 ag -1.8 and DAGLB inhibitor 0.2.
